# From PubChem BioAssay
# hcDAF12 agonist – H. contortus DAF-12 nuclear receptor activators, primary screen, cell-based, luminescence, HEK293, lit1-tk-luc reporter. 370,000 compounds, 1.4% hits. activation, % at 6.8 µM. AID 652067, 2013. HEK293 hcDAF-12 lit1-tk-luc reporter; 0% DMSO, 100% Δ7-dafachronic acid;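 active = activation above the mean of all tested compounds plus 3 SD, cut at about 5.5% in these data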;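 also: 100% = response to 3 µM Δ7-dafachronic acid high control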
# PG9 binder – binders of HIV-1 gp120 antibody PG9, primary screen, biochemical, TR-FRET | 360,000 compounds, 0.43% hits | inhibition, % at 6.7 µM | TR-FRET gp120-PG9 antibody binding | HIV-1 gp120 / PG9 antibody interaction; in the data active = inhibition above about 8.5%
# ssDAF-12 act – S. stercoralis DAF-12 nuclear receptor activators, primary screen, cell-based, luminescence, HEK293, GRIP1 co-expression, lit1-tk-luc; Nuclear hormone receptor DAF-12 (Strongyloides stercoralis); HEK293 ssDAF-12/GRIP1 lit1-tk-luc reporter; % of 3 µM dafachronic acid response; activation, % at 6.8 µM; 370,000 compounds, 1% hits; AID 652126, 2013;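 active = activation above the mean over all tested compounds plus 3 SD, cut at about 0.9% in these data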;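 also: 0% = DMSO-only wells and 100% = 3 µM delta7-dafachronic acid wells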
# DAX1 inh-1 – DAX1 (NR0B1) inhibitors on StAR promoter, primary screen, cell-based, luminescence, SF-1 (NR5A1), full-length DAX-1. inhibition, % at 6.8 µM. HEK293T StAR-luciferase reporter, SF-1/DAX-1 repression relief. 370,000 compounds, 1.1% hits. AID 652010, 2013;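 active = inhibition above the mean over all tested compounds plus 3 SD, cut at about 3.6% in these data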;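 also: 0% = DAX-1 cells with DMSO and 100% = cells lacking DAX-1 with DMSO; higher inhibition means more luminescence from relief of DAX-1 repression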
# FXN GAA850 act – FXN promoter activators, primary screen, cell-based, luciferase luminescence, HEK293 lucGAA850. activation, % at 6 µM. 360,000 compounds, 0.56% hits. HEK293 lucGAA850 FXN promoter luciferase reporter, 24 h; percent of 10 µM SAHA response;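 active = activation above the average of all compounds screened plus 3 SD, cutoff fixed separately per campaign, cut at about 7.5% in these data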;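 also: 0% = DMSO wells and 100% = 10 µM SAHA wells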
# PLC-beta3 inh – human PLC-beta3 inhibitors, primary screen, biochemical, fluorescence. 1-phosphatidylinositol 4,5-bisphosphate phosphodiesterase beta-3 (Homo sapiens), Q01970. Purified PLC-beta3, fluorogenic substrate. inhibition, % at 12.2 µM. 370,000 compounds, 0.18% hits; in the data active = inhibition above about 11%;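 also: 0% = median of compound wells on plate and 100% = full blocker control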
# SMARCA2 activ – SMARCA2 (BRM) function activators, primary screen, cell-based, luminescence, high throughput. 370,000 compounds, 1% hits. MG213 cells, MMTV-luciferase reporter, dexamethasone, overnight. activation, % at 9.1 µM; in the data active = activation above about 7.8%;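 also: 0% = vehicle wells and 100% = reference activator wells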
# Rev-erbA mod – modulators of Rev-erb alpha DNA binding, primary screen, biochemical, FITC-DNA, fluorescence polarization, uHTS; 370,000 compounds, 0.79% hits; activity, % at 10 µM; AID 1259318, 2017; Rev-erbα–FITC-DNA binding, 90 min;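 active = activity above about 14%, limit read from the data; passing the limit was not always enough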;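 also: 0% = DMSO wells with 35 nM protein and 100% = DMSO wells with 750 nM protein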
# hgDAF-12 ag – H. glycines DAF-12 receptor agonists, primary screen, cell-based, luminescence, HEK293, GAL4 fusion, UAS-luciferase; 370,000 compounds, 1.8% hits; Nuclear hormone receptor DAF-12 (Heterodera glycines), GAL4 fusion; activation, % at 6.8 µM; HEK293 GAL4-hgDAF12 UAS-luciferase reporter, agonist luminescence; normalized to butyrate control; AID 687014, 2013;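 active = activation above a cutoff set at the mean of all screened compounds plus 3 SD, cut at about 10% in these data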;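 also: 0% = DMSO wells and 100% = sodium butyrate wells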
# DAX1 inh-2 – DAX1 (NR0B1) inhibitors, primary screen, cell-based, HEK293, Gal4-DAX1, luciferase luminescence; Nuclear receptor subfamily 0 group B member 1 (Homo sapiens), P51843; HEK293 Gal4-DAX1 luciferase reporter; inhibition, % at 6.75 µM; 340,000 compounds, 0.99% hits; AID 504766, 2011;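 active = inhibition above the mean over all tested compounds plus 3 SD, cut at about 4.2% in these data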;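 also: 0% = DAX1-transfected cells with DMSO and 100% = empty-vector control cells with DMSO; inhibition shows as a rise in luminescence from relieved DAX1 repression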
# sPLA2-III inh – human group III sPLA2 inhibitors, primary screen, biochemical, QFRET, BODIPY PC-A2 liposome substrate. Group 3 secretory phospholipase A2 (Homo sapiens), Q9NZ20. inhibition, % at 12.2 µM. AID 743126, 2013. 370,000 compounds, 0.56% hits. QFRET BODIPY PC-A2 liposome hydrolysis, fluorescence;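 active = inhibition above mean plus 3 SD of compounds lying within the high and low control bounds, cut at about 19% in these data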;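 also: 0% = median of test compound wells and 100% = no enzyme DMSO wells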
# * = called active by the depositor; . = not tested or not shown; & = joins results of further samples.
SMILES,hcDAF12 agonist,PG9 binder,ssDAF-12 act,DAX1 inh-1,FXN GAA850 act,PLC-beta3 inh,SMARCA2 activ,Rev-erbA mod,hgDAF-12 ag,DAX1 inh-2,sPLA2-III inh
CCOC(=O)C1CCCCC12C(C#N)=C(N)Oc1n[nH]c(C)c12 (configuration not stated),-0.5,-3.1,-0.8,-0.3,-0.8,-47.3,-1.6,-3.6,-3.0,-1.1,3.0
CN1CCc2nc3sc(C(=O)NC(C)(C)C)c(N)c3cc2C1,-2.6,-17.2,-1.2,-0.3,1.4,-133.6,3.3,-2.2,1.7,-1.7,1.8
COCCN(C(=O)COC(=O)Cc1ccccc1)c1c(N)n(Cc2ccccc2)c(=O)[nH]c1=O,-0.6,0.1,-0.3,0.4,-0.5,-7.4,-0.4,-1.1,-1.1,-1.6,3.8
C1=C(c2ccccc2)CCNC1,-2.3,-0.5,-1.9,0.5,-1.9,0.0,-5.7,0.8,2.9,0.9,2.0
CCn1c(O)c(C=NCCc2c[nH]c3ccccc23)c(=O)[nH]c1=O,-1.7,0.1,-1.0,-1.1,-0.5,-1.7,2.5,-5.1,1.1,0.3,-14.0
Cc1ccc2nc(N3CCC(C(=O)N4CCC5(CC4)OCCO5)CC3)sc2c1,0.1,-0.8,-0.7,-0.4,3.9,0.7,1.2,-1.9,4.5,-1.6,-6.7
C=CC1CN2CCC1CC2[C@@H](OC(=O)c1ccc(OC)cc1)c1ccnc2ccccc12 (some centres not stated),0.1,-2.3,-1.6,0.5,-2.0,4.3,-2.1,-0.9,-2.8,-0.7,-14.8
CCc1ccc(N2C(=O)NC(=O)/C(=C/c3cccn3CCOc3ccc(C(C)CC)cc3)C2=O)cc1 (configuration not stated),-0.5,0.7,-1.8,-1.2,0.6,-0.9,-0.4,-5.1,-6.2,-3.6,-8.8
Cc1cc(=O)n(-c2ccccc2)n1-c1ccccc1,-0.2,-2.5,-0.3,0.8,2.0,0.7,0.9,-2.1,-1.4,4.8*,3.6
CC1=[N+]([O-])C2(N)CCc3nonc3C2(O)C1 (configuration not stated),-1.4,0.3,-1.7,0.2,0.0,0.9,-1.2,-2.1,1.5,-0.3,1.8
CCOP(=O)(OCC)C(NC(=O)c1ccc(C)cc1)C(Cl)(Cl)Cl (configuration not stated),-0.6,2.1,-0.8,-0.5,-0.3,0.6,-2.5,-0.5,-2.2,-1.0,12.3
CN1CC(C(=O)c2ccc(Cl)cc2)C(c2ccccc2F)C1 (configuration not stated),1.4,-0.7,-1.6,-0.3,2.6,-5.4,-0.5,3.8,-0.8,0.7,-18.3
CCN(CC)C(=O)c1ccc(NC(=O)c2ccc(-c3nn(C)c(=O)c4ccccc34)cc2)cc1,0.7,-0.2,-1.4,-0.3,-1.3,-0.4,3.1,-2.5,-1.7,-1.0,0.7
CCOC(=O)c1c(C)n(C(C)C)c2ccc(OC)cc12,-1.9,-0.3,-1.5,-0.3,1.4,-6.0,0.5,-0.8,-2.7,-1.2,-3.7
CC(C)[N+](C)(CCC(C(N)=O)(c1ccccc1)c1ccccc1)C(C)C,-0.1,1.4,-0.7,0.2,0.0,0.3,-3.4,-0.2&-3.0,-4.1,0.4,0.4
N#Cc1ccccc1Cn1cc(C(=O)c2ccco2)c2ccccc21,-1.8,-0.7,-1.6,-0.7,3.4,-22.2,0.1,4.2,-1.4,1.8,-6.7
c1ccc(CCN2CCC(N3CCN(c4ccccc4)CC3)CC2)cc1,-1.3,-0.5,-1.6,0.3,-2.3,3.4,5.5,-2.6,0.3,0.0,-1.6
CCN(CC)c1ccc(/C=C/[N+](=O)[O-])cc1,1.4,-10.7,-1.8,-0.2,0.4,-11.5,1.0,0.7,4.5,-2.7,-1.3
CNC(=O)Oc1ccc(N(C)C)cc1C(C)C,-0.1,-1.4,-1.2,-0.4,0.3,-2.5,-2.7,-1.7,0.1,0.5,4.2
COC(=O)C1=C(c2ccc(F)cc2OCc2ccccc2)C[C@@H]2CC[C@H]1N2C(=O)NCc1ccco1,-1.6,0.8,-0.9,-0.5,-1.0,-5.5,-1.2,-2.4,-0.7,1.2,-5.5
Clc1cccc(C2NCCc3[nH]cnc32)c1 (configuration not stated),-0.7,-0.8,-1.1,0.3,0.9,4.0,-0.5,1.4,-1.4,-0.2,1.1
CCOc1cc(CNCCc2c[nH]c3ccccc23)cc(Cl)c1OCC,-1.0,-0.2,-0.9,-0.4,1.3,11.8*,-4.7,2.1,1.5,0.0,-8.7
CC1=CC(C)CC(C)OC(=O)CC(c2ccc(O)cc2)NC(=O)C(Cc2c(Br)[nH]c3ccccc23)N(C)C(=O)C(C)NC(=O)C(C)C1 (configuration not stated),-3.0,-1.0,-1.0,-1.6,-8.2,5.7,-5.1,7.0,-8.3,-1.4,-43.6
CNC(=S)N1CCN(CCN=Cc2c(O)n(-c3ccc(C)cc3)c(=S)[nH]c2=O)CC1,1.8,-1.5,-1.4,0.2,0.3,-5.9,0.7,-0.5,-1.2,0.1,9.4
CC(C)CCOP(N)(=O)Oc1ccccc1Cl (configuration not stated),-1.7,-1.8,-0.8,-1.5,-0.6,1.4,0.6,-1.8,-1.1,-2.2,2.3
CCOc1ccc(-n2c(CC)nc3ccccc3c2=O)cc1,-0.5,-1.0,-1.5,-0.4,-1.9,1.7,-2.5,7.6,-2.2,-0.4,3.0
CN1CCCN(C(=O)COc2ccc(F)cc2Cl)CC1,0.4,-1.3,-0.7,-0.6,-0.5,-6.8,0.2,-6.8,-1.3,-0.7,7.3
CN(C)c1ccc(/C=C2\CC3C4CC=C5CC(O)CCC5(C)C4CCC3(C)C2=O)cc1 (configuration not stated),-1.3,0.9,-1.6,0.0,-2.3,-1.1,1.4,-1.9,1.6,0.0,1.7
COc1ccc(Oc2cc(NC(=O)c3nn(C)cc3[N+](=O)[O-])cc([N+](=O)[O-])c2)cc1,-2.5,0.6,-1.1,-1.9,3.5,-4.0,-7.1,1.6,-6.1,-2.2,-20.6
CC[C@H]1CN2CCC1C[C@@H]2[C@H](O)c1ccnc2ccc(OC)cc12 (some centres not stated),-1.6,-1.9,-1.0,0.6,-1.3,-10.6,-6.5,-0.3,-2.8,0.1,1.0
COc1ccc(-n2nnnc2C(C2CC2)N2CCC3(CC2)C(=O)NCN3c2ccccc2)cc1 (configuration not stated),0.7,-0.9,-0.4,-0.3,.,0.6,4.1,2.1,1.2,.,1.1
Cc1ccccc1CN1CCN(c2ccc(Cl)cc2)CC1,0.2,-0.1,-0.7,-0.1,3.6,-0.3,1.0,0.3,-0.6,3.3,5.6
COc1cccc(CN2CCN(Cc3cccc(F)c3)CC2)c1,-1.0,-2.6,-1.4,-0.1,-0.3,-0.7,1.6,2.8,0.8,2.1,-4.6
CC12CCC(O)CC1CCC1C2CCC2(C)C(C(=O)CC(O)C(F)(F)F)CCC12 (configuration not stated),0.6,-3.5,-1.4,0.0,-0.3,1.6,-1.8,-1.8,-3.0,-0.3,10.1
Cc1cc(OCC(=O)NCc2cccnc2)c2c3c(c(=O)oc2c1)CCCC3,-2.8,-2.2,-1.2,-1.1,-1.9,-146.2,-2.6,4.0,-1.9,-0.2,2.3
CCn1nc(/C=C/c2ccccc2)nc2c(=O)n(C)c(=O)nc1-2,1.6,-8.2,-2.0,-3.9,-15.4,-8.5,-10.4,-24.0,-7.7,.,-3.1
O=[As](O)(O)c1ccc(N=Nc2ccc(O)cc2)cc1,-0.3,-3.7,-0.9,-0.6,1.5,-3.1,-2.7,7.9,-1.4,1.3,6.4
O=C1C2C3CCC(O3)C2C(=O)N1c1cccc(F)c1 (configuration not stated),1.0,-0.4,-1.4,0.2,2.8,-4.5,-0.6,0.6,0.5,.,-1.3
CC(C)(C)N(NC(=O)c1ccccc1)C(=O)c1ccccc1,-0.3,-0.4,-1.3,0.6,-0.9,1.4,0.1,-0.8,-1.3,-0.9,1.9
Cc1ccc(NC(=O)c2cc(-c3ccccc3)n(CCCN3CCOCC3)c2C)cc1,2.1,-0.1,-0.7,-0.4,-0.1,-9.2,-3.1,1.2,1.5,.,-20.7

# Looked up above:
# Value for O=C1C2C3CCC(O3)C2C(=O)N1c1cccc(F)c1 (configuration not stated) under SMARCA2 activ: -0.6
# Value for CN(C)c1ccc(/C=C2\CC3C4CC=C5CC(O)CCC5(C)C4CCC3(C)C2=O)cc1 (configuration not stated) under hgDAF-12 ag: 1.6

# Remaining list, next part
SMILES,hcDAF12 agonist,PG9 binder,ssDAF-12 act,DAX1 inh-1,FXN GAA850 act,PLC-beta3 inh,SMARCA2 activ,Rev-erbA mod,hgDAF-12 ag,DAX1 inh-2,sPLA2-III inh
COCCN1C(=O)NC(=O)/C(=C\c2ccc(F)cc2)C1=O,-1.2,0.0,-1.5,0.2,0.6,-9.1,-3.3,1.2,4.9,-0.2,1.3
COc1cc2c3cc1Oc1cc(ccc1O)C[C@@H]1c4c(cc(OC)c(O)c4Oc4cccc(c4)C[C@@H]3N(C)CC2)CC[N+]1(C)C,-0.9,-1.2,-1.5,1.1,-0.8,-0.1,1.1,-4.2,1.7,0.3,-4.5
CC(=O)Nc1ccc(N=Cc2c(O)n(Cc3ccco3)c(=O)[nH]c2=O)cc1,-0.2,-0.5,-1.6,0.3,1.2,-37.0,-3.7,-28.0,-2.9,.,-5.8
O=C(N/N=C/c1c(O)n(-c2ccccc2)c(=O)[nH]c1=O)c1ccncc1,1.2,-1.4,-0.9,-0.1,-1.9,-57.0,1.2,-1.9,3.5,2.1,-6.0
O=C1/C(=C\c2ccc([N+](=O)[O-])cc2)N2CCC1CC2,0.8,0.6,-0.9,-0.1,1.6,-0.5,2.2,-3.9,-0.6,0.8,3.7
Cc1ccccc1CCNCc1cc2cccc(C)c2[nH]c1=O,3.0,0.6,1.0*,-0.2,1.9,-141.6,-1.4,5.1,-2.3,5.6*,11.3
CC(=O)N1N=C2C3CCN(CC3)C2C1c1ccc(F)cc1 (configuration not stated),-0.8,0.0,-1.8,-0.3,2.2,-3.1,-0.4,2.4,2.6,0.6,-1.9

# Not all compounds are listed; the hit share may differ from the screen's.
